# Bioassay records deposited in PubChem BioAssay by several laboratories.
# S1P4 antagonist = human S1P4 receptor antagonism. O95977. AID 1510. 220,000 compounds, 0.26% hits. S1P4-expressing cells, antagonist mode, reporter read-out. inhibition, % at 4.98 µM; in the data active = inhibition above about 29%;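 also: 0% = wells stimulated with agonist and 100% = vehicle wells without agonist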
# Target sequence (O95977 whole entry, looked up): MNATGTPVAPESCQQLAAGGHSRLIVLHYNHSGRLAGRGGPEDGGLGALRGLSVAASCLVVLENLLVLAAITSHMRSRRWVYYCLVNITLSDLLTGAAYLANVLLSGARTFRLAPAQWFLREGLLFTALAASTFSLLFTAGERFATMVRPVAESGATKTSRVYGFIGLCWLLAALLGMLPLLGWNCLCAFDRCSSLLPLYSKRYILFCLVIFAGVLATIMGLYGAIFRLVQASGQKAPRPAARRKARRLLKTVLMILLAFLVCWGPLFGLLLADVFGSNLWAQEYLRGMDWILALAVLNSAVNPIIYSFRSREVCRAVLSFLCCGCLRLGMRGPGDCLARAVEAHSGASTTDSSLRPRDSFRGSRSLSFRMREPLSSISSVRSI
# TRPN1 ag = agonists of zebrafish TRPN1 channel. AID 1424. activation, % at 3 µM. 220,000 compounds, 0.18% hits. HEK293 zebrafish TRPN1-YFP, Fluo-8 calcium fluorescence; 100% = response to 87 µM carbachol;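 active = activation above its plate's cutoff, the mean activation of test wells on that plate plus 3 SD, cut at about 19% in these data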;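 also: 0% = DMSO alone and 100% = 87 µM carbachol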
#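 Material: zebrafish TRPN1-YFP in HEK293 cells; Doses: single test compound dose, 3 µM nominal, 0.3% DMSO; Timing: dye loading 1 h at 37 °C, then 30 min room temperature; Technique: intracellular calcium fluorescence with Fluo-8; Benchmarks: high carbachol 87 µM, low DMSO alone.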
# PERK inh = blocks human PERK kinase. 220,000 compounds, 0.17% hits. Q9NZJ5. CHO PERK-DD fusion, SEAP luminescence translation reporter. inhibition, % at 5.6 µM;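 active = inhibition above the mean inhibition of all tested compounds plus 3 SD, set separately per screening campaign, cut at about 2.9% in these data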;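 also: PERK kinase domain activated by AP20187 dimerizer at 100 nM; 0% = DMSO with dimerizer and 100% = rapamycin at 8.4 µM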
# BaF3 tox = parental Ba/F3 viability inhibition as JAK2V617F counter-screen. inhibition, % at 5.6 µM. 220,000 compounds, 1.1% hits. CellTiter-Glo ATP luminescence. AID 1486;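 active = inhibition above a per-campaign cutoff, the mean inhibition of all tested compounds plus 3 SD, cut at about 27% in these data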;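 also: 0% = DMSO wells and 100% = JAK Inhibitor I control wells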
# TRPML3 ag = activates the human TRPML3 channel. HEK293 TRPML3-YFP, Fluo-8 calcium fluorescence; 100% = the carbachol control signal. activation, % at 3 µM. 220,000 compounds, 0.29% hits;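 active = activation above its plate's cutoff, the mean activation of the plate's test wells plus 3 SD, cut at about 12% in these data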;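 also: 0% = DMSO only wells and 100% = carbachol wells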
# Target sequence (Q8TDD5 whole entry, looked up): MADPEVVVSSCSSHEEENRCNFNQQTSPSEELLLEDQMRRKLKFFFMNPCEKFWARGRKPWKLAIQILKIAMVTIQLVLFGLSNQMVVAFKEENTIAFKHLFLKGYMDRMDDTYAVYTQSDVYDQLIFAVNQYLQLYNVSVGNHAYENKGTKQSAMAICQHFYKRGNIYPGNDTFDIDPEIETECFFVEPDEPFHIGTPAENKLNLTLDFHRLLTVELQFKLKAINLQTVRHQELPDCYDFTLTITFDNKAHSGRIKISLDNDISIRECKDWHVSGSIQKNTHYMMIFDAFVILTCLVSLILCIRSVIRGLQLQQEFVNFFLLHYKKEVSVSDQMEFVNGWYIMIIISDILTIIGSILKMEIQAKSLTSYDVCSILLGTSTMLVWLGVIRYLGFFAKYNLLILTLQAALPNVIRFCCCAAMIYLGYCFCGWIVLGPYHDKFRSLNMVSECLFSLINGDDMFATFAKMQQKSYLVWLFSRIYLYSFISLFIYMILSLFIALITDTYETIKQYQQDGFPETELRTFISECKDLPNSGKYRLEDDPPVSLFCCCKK
#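 system = HEK293 cells stably carrying human TRPML3-YFP | doses = one concentration, 3 µM nominal, 0.3% DMSO | timing = dye loading 1 h 37 °C then 30 min ambient, 125 s read | detection = Fluo-8 calcium dye fluorescence, ex 470-495, em 515-575 nm | benchmarks = high control carbachol 87 µM, low control DMSO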
# S1P4 ag = activates the human S1P4 receptor; O95977; S1P4-expressing cell line, agonist reporter assay; activation, % at 4.98 µM; 220,000 compounds, 0.35% hits; AID 1509; in the data active = activation above about 11%;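 also: 0% = DMSO vehicle and 100% = reference agonist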
# m-calpain inh = calpain II (pig) inhibition. purified calpain II, fluorogenic peptide substrate, 30 min. inhibition, % at 16 µM. 220,000 compounds, 0.37% hits;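 active = inhibition above about 50%, limit read from the data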
# EP2 mod = modulates human prostaglandin E2 receptor EP2 signaling | 260,000 compounds, 0.83% hits | AID 940 | EP2-expressing cells, cAMP HTRF FRET, PGE2 co-stimulation | P43116 | induction, % at 25 µM;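 active = compounds whose cAMP rise, as percent of the full-agonist control response, exceeds 60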;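 also: rat C6 glioma line stably carrying human EP2 under a CMV promoter; the protocol text gives 20 µM as final concentration; 100% = response of wells given 1 µM PGE2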
# Ba/F3 V617F tox = reduce viability of Ba/F3 cells dependent on JAK2V617F; Ba/F3 EpoR-JAK2V617F viability, ATP luminescence; inhibition, % at 5.6 µM; 220,000 compounds, 1.1% hits; AID 1446;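 active = inhibition above the campaign mean plus 3 SD over all tested compounds, cut at about 24% in these data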;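 also: cytokine-independent growth of Ba/F3 cells driven by EpoR plus mutant JAK2; 0% = DMSO-treated cells and 100% = JAK inhibitor I control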
# The depositor's hits bear a star; i = inactive; & = joins results of further samples. Rows are unselected. Share with any hit: about 3.6%.
SMILES,S1P4 antagonist,TRPN1 ag,PERK inh,BaF3 tox,TRPML3 ag,S1P4 ag,m-calpain inh,EP2 mod,Ba/F3 V617F tox
CCCn1nc(Oc2nc(SC)nc(N(C)C)n2)ccc1=O,-9,0.9,-0.5,9,-1.1,-0.1,17,-5,1
CCOc1ccc(-c2nnc(-c3snc(-c4ccc(F)cc4)c3N=CN(C)C)o2)cc1,5,-0.2,-0.1,3,0.3,-0.9,-185,33,-3
O=C(OCc1cn(-c2ccc(Cl)c(Cl)c2)nn1)c1ccccc1Cl,-5,0.9,1.2,4,0.3,-0.2,-15,-45,0
COC(=O)CSC(C)C(=O)Nc1nnc(C(C)C)s1 (centres undefined),-4,1.4,0.3,7,1.1,1.4,-21,24,0
CCCNC(=S)N1CCC(n2cnc3ccccc32)CC1,10,0.0,-0.6,10,0.6,0.0,-13,-15,-1
O=C(Nc1nc(-c2ccc3c(c2)OCCO3)cs1)C1CCCC1,-2,0.0,0.6,-3,0.1,-0.1,-15,-86,-8
CCc1cccc(CC)c1NC(=O)c1cccc(N)c1,-6,-1.5,-0.5,3,0.6,2.6,-77,-2,-3
Cc1cc(C)nc(/N=C(\N)Nc2ccc(SC(F)F)cc2)n1,-1,36*,0.5,-9,17*,0.0,3,-27,4
COc1ccc(C(=O)/C=C2/c3ccccc3CC(C)(C)N2C)cc1OC,4,0.4,-0.3,0,0.5,0.8,1,-34,-6
O=C(NCc1ccccc1)c1cc(-n2cnnc2)ccc1Cl,-6,-0.2,1.6,2,0.8,0.6,8,4,-3
Cc1c(NC(=O)c2cc(-c3ccccc3O)on2)c(=O)n(-c2ccccc2)n1C,7,1.1,-0.4,-4,-0.2,-0.4,-6,-1,-3
CC(=O)c1c(C)nc(-c2ccc(Cl)cc2Cl)n1O,-9,0.2,0.7,3,-0.1,1.0,-8,-1,3
CC1CC(C)(C)NC(=S)N1CC(=O)N(C)Cc1ccccc1 (centres undefined),-2,1.5,0.0,7,0.1,0.4,24,14,1
COC(=O)c1ccccc1NC(=O)c1ccc(COc2ccc3c(c2)CCC3)cc1,-4,0.2,0.3,5,0.2,0.4,0,21,0
COC(=O)c1sc(NC(=O)CC(C)C)c(C(=O)OC)c1C,-13,0.6,-0.1,4,0.5,2.3,-8,30,-5
Cc1nnsc1C(=O)Nc1ccc(Cl)cc1,-19,-1.1,0.0,5,0.1,0.0,-6,-11,0
Cc1ccc(S(=O)(=O)CC(=O)NC(C)(C)C)cc1,-7,2.1,-0.4,4,1.4,0.4,-20,24,1
CCC(=O)OCC(=O)Nc1ccc2c(c1)OCO2,-5,-1.1,1.1,7,0.2,0.4,-9,-7,5
CCOC(=O)C1=C(C)NC(=O)CC1c1cc(OC)c(OC)cc1Br (centres undefined),8,1.3,0.8,4,0.6,0.9,-10,27,1
O=C(NC1CC1)c1ccc(CN(c2ccccc2)S(=O)(=O)c2ccccc2)cc1,-1,2.3,1.9,14,0.5,0.2,6,-17,3
Cc1ccc(NC(=O)CN(Cc2ccccc2)S(C)(=O)=O)cc1C,-2,-0.2,0.0,6,0.0,0.0,-16,-1,0
C/C(Cn1nnc([N+](=O)[O-])n1)=N\NC(=O)c1ccc(Cl)c(Cl)c1,4,-0.6,0.8,3,1.1,0.0,-5,5,2
CC1CCCCC1NC(=O)CSc1nnc(CN2CCOCC2)n1C (centres undefined),-3,0.5,-0.3,3,0.6,-1.7,-4,-2&-24,3
Cc1ccnc(NC(=O)c2cccc([N+](=O)[O-])c2C)c1,-6,2.5,0.3,3,-0.1,1.5,4,-4,-2
COc1ccc(CCN2C(=O)CC(C(N)=O)SC2=Nc2ccccc2)cc1 (centres undefined),-8,0.0,0.4,-1,0.5,0.7,21,-23,2
O=C(O)C1CCN(S(=O)(=O)c2cccnc2)CC1,10,1.1,0.8,9,1.0,-0.6,18,-1,5
CCOP(=O)(OCC)C(Nc1ccccn1)c1ccc(F)cc1 (centres undefined),0,-0.2,0.5,4,0.3,0.5,-8,19,-6
Cc1c(C(=O)c2ccc([N+](=O)[O-])cc2)c(=O)n(C)c(=O)n1C,-11,-0.4,1.9,-1,1.6,2.8,35,-11,-4
CC(=O)NNS(=O)(=O)c1ccc(-c2cc(C(F)(F)F)n(C)n2)s1,-7,2.0,0.6,3,-0.1,-0.3,0,16,1
COc1ccc(NC(=O)NCCCN2CCc3ccccc3C2)cc1,3,0.4,0.9,-2,0.4,-1.6,-7,12,-4

# Whole records as entered above:
# CCOC(=O)C1=C(C)NC(=O)CC1c1cc(OC)c(OC)cc1Br (centres undefined) is listed as S1P4 antagonist = 8; TRPN1 ag = 1.3; PERK inh = 0.8; BaF3 tox = 4; TRPML3 ag = 0.6; S1P4 ag = 0.9; m-calpain inh = -10; EP2 mod = 27; Ba/F3 V617F tox = 1
# COc1ccc(CCN2C(=O)CC(C(N)=O)SC2=Nc2ccccc2)cc1 (centres undefined) is listed as S1P4 antagonist = -8; TRPN1 ag = 0.0; PERK inh = 0.4; BaF3 tox = -1; TRPML3 ag = 0.5; S1P4 ag = 0.7; m-calpain inh = 21; EP2 mod = -23; Ba/F3 V617F tox = 2

# Limited to S1P4 antagonist, for 7 of the compounds above:
canonical_smiles | S1P4 antagonist
Cc1ccc(S(=O)(=O)CC(=O)NC(C)(C)C)cc1 | -7
CCC(=O)OCC(=O)Nc1ccc2c(c1)OCO2 | -5
CCOC(=O)C1=C(C)NC(=O)CC1c1cc(OC)c(OC)cc1Br (centres undefined) | 8
O=C(NC1CC1)c1ccc(CN(c2ccccc2)S(=O)(=O)c2ccccc2)cc1 | -1
Cc1ccc(NC(=O)CN(Cc2ccccc2)S(C)(=O)=O)cc1C | -2
C/C(Cn1nnc([N+](=O)[O-])n1)=N\NC(=O)c1ccc(Cl)c(Cl)c1 | 4
CC1CCCCC1NC(=O)CSc1nnc(CN2CCOCC2)n1C (centres undefined) | -3

# Later entries.
SMILES,S1P4 antagonist,TRPN1 ag,PERK inh,BaF3 tox,TRPML3 ag,S1P4 ag,m-calpain inh,EP2 mod,Ba/F3 V617F tox
CC(=O)CSc1ncnc2c1oc1ccccc12,-18,1.1,-0.8,3,0.1,0.2,-20,62*,4
CC(=O)c1c(C)[nH]c(C(=O)OCC(=O)C(C)(C)C)c1C,-20,0.3,-0.7,6,0.3,0.2,3,-1,4
O=C(Nc1cccnc1)C1CC(c2ccccc2O)=NO1 (centres undefined),-10,-0.3,0.5,2,0.9,0.6,-20,-26&0,-3
CCN(CC)CCN(Cc1cc2cc(C)ccc2[nH]c1=O)C(=S)NCc1ccco1,-21,0.5,-0.9,2,0.3,-1.6,-7,-10,-5
N#Cc1cc2c(nc1SCC(=O)N1CCOCC1)CCCCC2,0,0.0,-0.7,4,1.0,-5.5,22,1,-1
COc1cc(CC(NC(C)=O)C(=O)NC2CCN(c3nc(OC)nc(OC)n3)CC2)cc(OC)c1 (centres undefined),-7,1.7,2.1,-3,0.3,1.0,-10,26,-3
COc1ccc(OC)c(N(CC(=O)NCc2ccncc2)S(C)(=O)=O)c1,-2,0.6,0.3,4,0.3,2.5,6,-21&24,-2
CC(C)(C)n1ncc2c(=O)n(CC(=O)Nc3ccc(Cl)cc3)cnc21,-16,2.1,-0.8,10,1.1,2.6,-19,-4,0
NC(N)=Nc1nc2ccc(Cl)cc2c(=O)[nH]1,-4,0.1,0.2,8,1.1,0.8,-67,-25,1
CC1CC2=C(C(=O)O1)C(c1ccccc1)Nc1ccccc1N2 (centres undefined),-9,3.7,0.4,3,0.7,-3.9,-2,-14,-2
CC(=O)Nc1c(C(N)=O)oc2ccc(Cl)cc12,10,1.2,0.5,3,0.3,-1.7,-3,-24,0
O=C(/C=C/c1ccc(OC2CSC2)cc1)c1ccccc1,7,-0.6,0.4,7,-0.2,-0.5,0,16,1
Cc1cccc(N2C(=O)CC(N3CCN(C(=O)c4ccccc4)CC3)C2=O)c1 (centres undefined),-17,0.3,1.0,2,0.7,0.3,-21,-1,1
Cc1ccccc1C(=O)NC(=S)NCC(=O)c1ccccc1,-13,-1.2,0.9,0,0.1,1.9,-7,-3,-3
O=C(COc1ccccc1Cl)NC(=O)NC1CCCC1,3,-1.4,0.5,3,-1.4,0.9,-1,-3,2
CN(Cc1ccccc1)C(=O)c1ccc(Cl)c([N+](=O)[O-])c1,3,0.6,0.6,0,0.2,0.5,-8,13,-4
O=C(COc1ccc(Cl)cc1Cl)NNC(=S)NC(=O)c1ccco1,-3,-0.3,0.0,-2,0.9,-1.3,-26,4,-4
CC(=O)N1N=C(c2cccc(Cl)c2)OC1c1ccc(C(C)C)cc1 (centres undefined),9,-0.2,0.4,-1,-0.4,0.6,3,22,-5
COc1ccccc1C(O)(C(=O)NNc1ccccc1C)c1ccccc1OC,-14,-1.5,-0.2,0,0.0,1.9,-3,10,-4
CC(Oc1ccc(Cl)cc1)c1ccnn1S(C)(=O)=O (centres undefined),3,-0.9,-0.2,0,-0.1,0.1,11,1,-2
O=C(c1ccc(S(=O)(=O)N2CCCCC2)cc1)N1CCN(Cc2ccc3c(c2)OCO3)CC1,-15,3.5,-1.4,5,1.7,1.6,-19,-16,4
Cc1ccc(C(=O)NCC(C)(C)N2CCOCC2)s1,7,0.2,0.5,5,0.5,1.6,20,1,4
O=C(CSc1nnc(-c2ccco2)n1Cc1ccco1)NCc1cccs1,8,-0.1,0.5,8,-0.9,-0.2,-9,23&-11,1
COCCCNC(=O)C1CCC(CNS(=O)(=O)c2ccc(Cl)cc2)CC1 (centres undefined),-14,0.3,0.7,0,-0.1,1.6,-3,23,-4
COc1ccc(CN(CC(=O)NCc2ccco2)C(=O)CCC(=O)Nc2ccccn2)cc1,-33,1.0,-0.9,2,0.0,3.4,11,8,0
CN(C)C=Nc1ccc2nn(-c3ccccc3)nc2c1,1,0.3,0.2,7,1.0,2.4,i,-33,3
O=C(/C=C/c1ccccc1)Nc1nc(-c2ccncc2)cs1,-6,4.7,-0.5,43*,2.5,1.0,16,13,39*
Cc1cccc(CCNC(=O)CC2C(=O)NCCN2CC2CCCCC2)n1 (centres undefined),4,-0.8,0.4,2,0.9,-0.3,-40,20,0
COc1ccc(/C=N/N=C2\CC3CCC2(C)C3(C)C)cc1O (centres undefined),-8,0.4,1.3,6,0.9,2.1,2,16,-2
COc1ccc(C(=O)NC(C)c2ccccc2)cc1Br (centres undefined),1,-1.5,-0.6,4,-0.1,1.0,6,-3,3
COc1ccc2c(c1)C1(Nc3ccccc3-c3nc4ccccc4n31)C(=O)N2 (centres undefined),14,1.6,-1.4,4,-0.2,-1.0,-10,-18,3
Cc1cccc(CCNC(=O)CN(C)S(=O)(=O)c2ccc3c(c2)c(=O)n(C)c(=O)n3C)c1,-7,2.9,0.8,8,0.6,-2.8,4,-21,0
Cc1ccccc1N=C1NC(=O)CC(c2ccccc2)S1 (centres undefined),0,-0.7,-0.2,8,-0.2,4.2,-18,37,4
